# High-throughput results: PubChem BioAssay, Broad Institute
# SIRT5 block: inhibitors of human sirtuin-5 desuccinylase; inhibition, % at 15 µM; AID 652115; Q9NXA8; actives 1.1% (n = 330,000); Purified SirT5, succinyl-peptide AMC, trypsin-coupled fluorescence; in the data active = inhibition above about 15%; inconclusive = no clear call, values can overlap the other calls
# Target sequence (Q9NXA8 whole entry, looked up): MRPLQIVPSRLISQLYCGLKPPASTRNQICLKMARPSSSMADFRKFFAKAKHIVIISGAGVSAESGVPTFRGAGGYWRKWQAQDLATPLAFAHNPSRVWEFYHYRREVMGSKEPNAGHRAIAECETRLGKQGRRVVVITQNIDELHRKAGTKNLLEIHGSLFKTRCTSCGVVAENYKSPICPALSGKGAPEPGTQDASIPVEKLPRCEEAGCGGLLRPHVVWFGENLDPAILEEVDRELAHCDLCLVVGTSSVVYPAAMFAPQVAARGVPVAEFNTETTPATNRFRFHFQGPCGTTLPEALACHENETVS
# PGC1a acetyl inh: PGC1a acetylation modulation, inhibitor mode. U2OS PGC1a acetylation, AlphaScreen anti-acetyl-lysine; with virally co-expressed GCN5 acetyltransferase. inhibition, % at 15.6 µM. actives 0.17% (n = 350,000). AID 651687;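 active = every replicate shows inhibition of at least 40%; inconclusive = mean inhibition at least 40% but some replicate below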;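 also: 0% = neutral control wells and 100% = positive control wells; some results beyond the cut were filed as inactive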
# ERAP1 inh: inhibitors of human ERAP1 aminopeptidase | AID 652197 | recombinant ERAP1, Leu-AMC fluorescence, 60 min | inhibition, % at 10.7 µM | actives 0.15% (n = 340,000);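 active = mean replicate inhibition of at least 30%, or all replicates individually reaching that 30% level; inactive = mean below 30% and not every replicate reaching it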;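 also: 0% = neutral control wells and 100% = L-leucinethiol positive control wells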
# Statin myotox sup: protects C2C12 myotubes from simvastatin toxicity; ATP luminescence, 48 h; scaled: DMSO 0, geranylgeraniol control 100; rescue of ATP level, % at 7.49 µM; actives 0.78% (n = 330,000); AID 602340;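 active = mean ATP rescue above about 67%, or every replicate alone reaching that limit, limit read from the data, passing the limit was not always enough; inconclusive = no clear call, values can overlap the other calls; inactive = mean under the limit and some replicate under it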;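 also: myotubes were challenged with 10 µM simvastatin during compound exposure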
# Xi reactivation: X-chromosome reactivation activator | XiGFP mouse fibroblasts, % GFP-positive cells imaging, 3 d; cells co-treated with 5-aza-dC sensitizer; scaled so ellipticine positive control = 100% | actives 0.055% (n = 360,000) | activation, % at 7.58 µM;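 active = mean normalized replicate activation at least 10% and every replicate at or above 10%; inconclusive = only one of the two criteria met; inactive = mean below 10% and not all replicates reach 10%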;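 also: 0% = median of on-plate neutral control wells and 100% = ellipticine 6 µM median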
#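 System: 68-5-11 XiGFP fibroblast line; Timing: 3 days compound exposure; Compound dosing: one concentration, pinned; Benchmarks: positive control ellipticine, 6 µM final; Buffer or medium: DMEM containing 5-aza-dC.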
# Cneo AK release: Cryptococcus neoformans lysis via adenylate kinase release. lysis activity, % at 15 µM. AID 651654. actives 0.2% (n = 360,000). C. neoformans lysis, adenylate kinase release luminescence, 4 h; normalised: neutral wells 0, clomiphene wells 100;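 active = mean lysis activity across replicates of at least 80%, whatever share of replicates individually reach that level; inactive = mean lysis activity below 80%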
#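 Material – Cryptococcus neoformans yeast cells · Quantity – 5 × 10^6 yeast cells/mL · Buffer or medium – YPD medium · Compound – single dose · Timing – 4 h static compound exposure, 37 °C, read 1 h post-reagent · Signal – adenylate kinase release luminescence · Read-out basis – lysis from increased AK signal · Benchmarks – Clomiphene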
# LGR2 inh: blocks bursicon-induced cAMP signaling via Drosophila LGR2 | actives 0.35% (n = 380,000) | HEK293 LGR2, CRE-luciferase, bursicon-stimulated, 4 h | inhibition, % at 9.99 µM;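 active = drop in luminescence signal, shown as inhibition above about 50% in the replicate tests, limit read from the data, passing the limit was not always enough; inconclusive = probably only some replicates passing the limit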;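 also: agonist challenge used bursicon conditioned medium at about half maximal strength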
# S100A4 MyoIIA: blocks human S100A4 binding to myosin IIA peptide | S100A4/TAMRA-MyoIIA peptide fluorescence polarization | inhibition, % at 10.7 µM | P26447 | actives 0.14% (n = 360,000);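 active = mean inhibition of at least 70% across replicates, with every replicate also reaching that level; inconclusive = mean inhibition reaches 70% but some replicates fall short; inactive = mean inhibition below 70%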
# Target sequence (P26447 whole entry, looked up): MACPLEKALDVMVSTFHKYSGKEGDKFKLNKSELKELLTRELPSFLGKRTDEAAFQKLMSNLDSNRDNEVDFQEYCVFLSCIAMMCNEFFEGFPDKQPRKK
#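 System – human S100A4 monomer protein, biochemical binding assay · Buffer or medium – Calcium-containing HEPES buffer, pH 7.2 · Timing – 5 min between mix addition and reading · Also added – TAMRA-labelled myosin IIA heavy-chain peptide probe, 5 nM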
# The depositor's hits bear a star; ? = inconclusive; / = no result given.
# Values in the order: SIRT5 block	PGC1a acetyl inh	ERAP1 inh	Statin myotox sup	Xi reactivation	Cneo AK release	LGR2 inh	S100A4 MyoIIA
CC(=O)Nc1ccc(S(=O)(=O)NC2=C(N3CCN(C)CC3)C(=O)c3ccccc3C2=O)cc1
    1	/	0	14	0.0	-1	7	0
CCN(CC)c1ccc(NS(=O)(=O)c2ccc3c(c2)oc(=O)n3C)c(C)c1
    4	/	-1	-2	0.7	-2	24	0
COc1ccccc1N1CCN(C(=O)CSc2nnnn2C2CC2)CC1
    9	14	-3	4	0.0	/	1	2
O=C(NCc1ccccc1)c1cc(S(=O)(=O)N2CCCCC2)ccc1N1CCOCC1
    -12	10	5	?	0.1	0	-1	0
Cc1ccc(C(C)C)c(OCC(=O)Nc2ccc3c(c2)nc(CCN2CCCCC2)n3C)c1
    -2	/	-1	-14	0.1	1	14	0
Cc1ccc(S(=O)(=O)N(C)[C@H]2C[C@H]3c4[nH]c5cccc(-c6ccccc6)c5c4CCN3C(=O)[C@H]2[C@H](C)O)cc1
    1	/	0	/	1.6	/	10	-14
O=C(NCCCN1CCc2ccccc2C1)C1CCN(S(=O)(=O)N2CCC3(CC2)OCCO3)CC1
    0	/	0	/	0.0	/	7	1
C[C@@H]1CCCCO[C@@H](CN(C)C(=O)Nc2ccccc2)[C@@H](C)CN([C@@H](C)CO)C(=O)c2cc(NS(=O)(=O)c3ccccc3)ccc2O1
    5	-9	2	/	0.1	/	4	-5
N#Cc1ccc(C(=O)OCC(=O)Nc2cccc(S(=O)(=O)N3CCCCC3)c2)cc1
    0	-5	0	7	-0.1	-2	3	-5
COc1ccccc1C(=O)NCCC(=O)N1CCCCC1
    8	/	1	/	0.0	-2	-6	0
Cc1ccc(C(=O)N2CCC(Cc3ccccc3)CC2)cc1S(=O)(=O)N1CCOCC1
    0	/	-6	7	0.0	0	15	2
COc1cc(C2CC(=O)Oc3cc(OC)c(OC)c(OC)c32)cc(OC)c1OC (configuration not stated)
    -1	-2	/	9	0.3	3	-3	-5
COc1ccc(Cc2nc(-c3ccccc3)no2)cc1
    /	2	/	11	/	-3	-55	/
CO[C@H](CN(C)S(=O)(=O)c1cn(C)cn1)[C@H](C)CN(C(=O)Nc1ccc(F)cc1)[C@@H](C)CO
    2	7	-1	11	0.0	-6	5	6
Cc1nn(CC(=O)NC2CCCCC2)c(=O)c2cccn12
    -3	0	1	5	0.0	-1	-19	-7

# In a second layout: 2 of the compounds above.
> C[C@@H]1CCCCO[C@@H](CN(C)C(=O)Nc2ccccc2)[C@@H](C)CN([C@@H](C)CO)C(=O)c2cc(NS(=O)(=O)c3ccccc3)ccc2O1
  SIRT5 block: 5; PGC1a acetyl inh: -9; ERAP1 inh: 2; Statin myotox sup: /; Xi reactivation: 0.1; Cneo AK release: /; LGR2 inh: 4; S100A4 MyoIIA: -5

> N#Cc1ccc(C(=O)OCC(=O)Nc2cccc(S(=O)(=O)N3CCCCC3)c2)cc1
  SIRT5 block: 0; PGC1a acetyl inh: -5; ERAP1 inh: 0; Statin myotox sup: 7; Xi reactivation: -0.1; Cneo AK release: -2; LGR2 inh: 3; S100A4 MyoIIA: -5

# Next part
# Values in the order: SIRT5 block	PGC1a acetyl inh	ERAP1 inh	Statin myotox sup	Xi reactivation	Cneo AK release	LGR2 inh	S100A4 MyoIIA
COc1ccc(NC(=O)Nc2ccc3c(c2)C(=O)N([C@@H](C)CO)C[C@H](C)[C@@H](CN(C)CC2CCCCC2)O3)cc1
    8	-11	-1	2	0.2	1	1	3
Cc1cc(/C=C2/SC(=O)N(CC(=O)N3CCCC3)C2=O)c(C)n1C
    -7	/	5	5	0.0	0	-9	3
COc1ccc(N(CC(=O)Nc2cccc(C(C)=O)c2)S(=O)(=O)c2ccc(NC(C)=O)cc2)cc1
    -2	/	2	-6	0.0	0	11	0
C[C@@H]1CCCCO[C@@H](CN(C)C(=O)c2ccncc2)[C@H](C)CN([C@H](C)CO)C(=O)c2cc(NS(C)(=O)=O)ccc2O1
    -4	4	1	/	-0.9	3	18	-9
O=C(NNC(=S)Nc1ccccc1)Nc1ccccc1
    -1	-3	4	/	0.0	/	-61	-3
CCCc1cc(=O)[nH]c2nnc(SCC(=O)N3CC(C)OC(C)C3)n12 (configuration not stated)
    -5	11	-2	6	-0.1	/	11	0
N#C[C@H]1N[C@H](CO)[C@@H]1c1ccc(-c2cccc(F)c2)cc1
    1	0	0	6	-0.1	-4	-4	12
O=C(c1cccc(-c2cncc3nccn23)c1)N1CCOCC1
    -33	-19	0	1	0.0	1	-15	10
O=C(C[C@H]1CC[C@@H]2[C@H](COC[C@H](O)CN2CC2CCOCC2)O1)NCC1CC1
    -1	6	0	-10	0.3	1	-23	4
C[C@H]1CN([C@@H](C)CO)C(=O)c2cccc(NS(=O)(=O)c3ccccc3)c2O[C@H]1CN(C)S(=O)(=O)c1ccccc1
    1	-1	1	7	-0.4	-3	19	0
O=C(c1ccccc1)N(CCCn1ccnc1)C(c1ccccc1)c1nc2ccccc2[nH]1 (configuration not stated)
    -3	-14	0	-13	-0.1	-1	-22	-5
CO[C@@H]1CN(C)C(=O)c2ccc(NC(=O)Nc3cccc(Cl)c3)cc2OC[C@H](C)N(C(=O)Nc2c(C)noc2C)C[C@@H]1C
    1	/	-1	5	0.1	-3	-3	-12
COCCN=c1scc(-c2ccc3c(c2)NC(=O)CO3)n1/N=C(\C)c1ccc(O)cc1
    0	-18	/	0	0.0	0	10	-2
COc1ccc(C2/C=C\CN(C(=O)C3CCCC3)[C@H](Cc3ccccc3)C(=O)N2Cc2ccc(F)cc2)cc1 (some centres not stated)
    /	/	/	0	0.1	-1	11	-6
O=C(CCN1CCN(Cc2ccccc2)CC1)NNC(=O)Nc1cccc(C(F)(F)F)c1
    5	/	-15	-15	0.0	4	12	-2
Cc1ccc(NC(=O)CSc2nnnn2C2CCCC2)cc1S(=O)(=O)N1CCOCC1
    7	/	-2	3	0.0	10	/	1
CC(C)(C)OC(=O)N[C@@H](Cc1ccccc1)C(=O)N1CCC(C(=O)N[C@@H](CCC(N)=O)C(=O)O)CC1
    -1	7	-3	-1	0.0	0	0	-4
COc1ccc(S(=O)(=O)N2CCOCC2)cc1NC(=O)c1ccc(=O)[nH]c1
    -2	/	1	-14	-0.1	0	-3	1
NCCCn1c(C(=O)c2cc(Cl)c(N)c(Cl)c2)c2ccccc2[n+]1[O-]
    40*	/	3	4	0.0	4	-22	-3
CCc1cccc(CC)c1NC(=S)Nc1ccc2cn[nH]c2c1
    4	-22	2	-1	4.2	-6	14	0
O=[N+]([O-])c1ccccc1N/N=C/c1ccc2c(c1)OCO2
    0	18	-1	-75	0.0	-3	/	-3
O=C(O)c1ccccc1-c1cc2ccccc2[nH]1
    2	/	-1	/	0.4	/	2	-5
COc1cc(OC)c2c(-c3ccccc3)cc(=O)oc2c1C(CCN1CCCC1)c1ccc2c(c1)OCO2 (configuration not stated)
    /	/	1	0	0.1	0	22	-2
COCCNC(=O)C[C@@H]1C=C[C@@H](NC(=O)NC2CCCC2)[C@@H](CO)O1
    0	8	-1	-4	-0.4	28	-2	-9
CCCN1C(=O)c2[nH]nc(-c3ccccc3)c2C1c1ccc(Br)cc1 (configuration not stated)
    /	/	-4	/	0.4	/	6	-7
CC1(C(=O)Nc2cnc3ccccc3c2)CCN1Cc1ccc(-c2ccccc2)o1 (configuration not stated)
    -2	0	2	-5	0.0	-1	-23	-1
Cc1nc2ccccc2n1CC(=O)c1ccccc1
    -1	7	-2	7	0.3	-5	-10	-4
Cc1ccc(C(=O)NC2CCN(CC(=O)Nc3cccc([N+](=O)[O-])c3)CC2)cc1
    /	8	-3	/	0.2	/	13	-2
CC(=O)c1c(C)[nH]c(C(=O)OCc2cccc(C)c2)c1C
    1	/	2	-41	-0.1	0	-56	-1
CC(=O)c1ccc(OC2(C)CCN(Cc3ccc(C)cc3)C2)cc1 (configuration not stated)
    /	6	-1	3	0.1	2	-1	-7
COC(=O)c1ccc(C)c(NC(=O)C2CC(=O)N(C3CCCC(C)C3C)C2)c1 (configuration not stated)
    -3	10	-1	10	0.6	1	-32	15
O=C(COC(=O)C1CCCC1)Nc1ncc(Cl)cc1Cl
    0	2	2	2	0.0	-2	-1	1
CN1CCN(C(c2ccc(C(F)(F)F)cc2)c2ccc3cccnc3c2O)CC1 (configuration not stated)
    -9	/	3	/	0.2	/	26	-21
O=C(C[C@@H]1CC[C@H](NC(=O)CN2CCOCC2)[C@H](CO)O1)NCCc1ccncc1
    7	-9	-2	7	0.5	45	-3	-6
C[C@H]1CN([C@@H](C)CO)C(=O)CCCn2cc(nn2)CO[C@H]1CN(C)C(=O)CCCN(C)C
    1	-3	2	0	-0.4	0	-5	-8
Cc1ccccc1-c1ccccc1[C@@H]1[C@@H](C#N)N(C(=O)c2ccccc2)[C@H]1CO
    -5	-9	1	/	0.1	/	-10	1
CCc1ccc(/C=C2\SC(=S)N(CCCC(=O)Nc3ccccc3C(=O)O)C2=O)cc1
    11	/	3	-6	0.0	2	30	-5
COc1ccc2c3c([nH]c2c1)[C@H](CO)N(Cc1ccncc1)CC31CCN(C(=O)Cc2ccncc2)CC1
    /	/	0	/	0.3	/	-2	-6
CCNC(=S)N1CCN(CC(=O)Nc2ccc(Br)cc2)CC1
    /	4	/	/	0.2	-3	21	/
O=C(CN1CCOCC1)N[C@H]1CC[C@H](CCNC(=O)C2CCC2)O[C@H]1CO
    4	1	-1	-22	-0.1	7	-6	45
CC(=O)N1CCN=C1SCc1ccccc1F
    /	-2	-2	-1	-0.1	-4	-31	-4
CC(C)CCN1CCN(Cc2cccn2-c2nccs2)CC1CCO (configuration not stated)
    11	/	8	/	0.4	/	-2	5
O=C(NN=Cc1cc(Br)c(O)c(Br)c1)c1ccccc1NS(=O)(=O)c1cccs1
    10	1	-22	-6	0.0	-4	-8	-3
C[C@@H]1CCCCO[C@@H](CN(C)Cc2ccc(Cl)c(Cl)c2)[C@H](C)CN([C@@H](C)CO)C(=O)c2cc(NC(=O)CCC(F)(F)F)ccc2O1
    13	-78	0	/	0.1	3	6	8
COc1ccc(S(=O)(=O)N(C)C[C@@H]2Oc3ncc(C#Cc4ccccc4)cc3C(=O)N([C@H](C)CO)C[C@@H]2C)cc1
    2	-8	-2	42	-0.9	63	-2	11
CCc1ccc(Cc2cnc(NC(=O)C3=NCCN3)s2)cc1
    3	3	3	/	1.0	/	-13	-1
Cc1noc(C)c1S(=O)(=O)Nc1ccc2c(c1)CC(=O)N([C@H](C)CO)C[C@H](C)[C@@H](CN(C)C(=O)NC1CCCCC1)O2
    -5	3	1	17	0.0	-4	-1	5
Cc1sc(N)nc1-c1ccc(Oc2ccccc2)cc1
    -3	7	0	9	0.0	1	-17	-5
CCCN(C)C[C@H]1Oc2cc(/C=C/c3ccccc3)ccc2S(=O)(=O)N([C@H](C)CO)C[C@@H]1C
    4	3	1	0	0.2	1	-23	-3
O=C(O)C/C(=C\c1cc(Br)cs1)c1nc2ccccc2o1
    8	-4	0	7	0.1	-4	-17	1

# The list is partial (hit frequency here may not be typical).
